Mtb RmlCD inh: blocks M. tuberculosis RmlC and RmlD coupled enzymes. 160,000 compounds, 0.03% hits. RmlC+RmlD coupled enzyme assay, percent inhibition; primary screen in compound mixtures. P9WH09+P9WH11. inhibition, % at 3.6 µM; in the data active = inhibition mostly above about 34%, no sharp cut-off; also: some results filed as inactive read as strong as hits
Target sequence (P9WH09 whole entry, looked up): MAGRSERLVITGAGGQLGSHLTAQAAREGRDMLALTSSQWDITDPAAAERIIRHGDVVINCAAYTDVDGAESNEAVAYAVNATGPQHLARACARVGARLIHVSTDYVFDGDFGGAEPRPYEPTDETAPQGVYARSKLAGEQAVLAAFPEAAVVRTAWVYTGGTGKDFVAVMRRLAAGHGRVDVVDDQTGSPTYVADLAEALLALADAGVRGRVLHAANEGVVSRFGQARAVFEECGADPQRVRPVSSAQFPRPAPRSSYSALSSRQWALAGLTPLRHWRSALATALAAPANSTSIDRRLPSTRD
Target sequence (P9WH11 whole entry, looked up): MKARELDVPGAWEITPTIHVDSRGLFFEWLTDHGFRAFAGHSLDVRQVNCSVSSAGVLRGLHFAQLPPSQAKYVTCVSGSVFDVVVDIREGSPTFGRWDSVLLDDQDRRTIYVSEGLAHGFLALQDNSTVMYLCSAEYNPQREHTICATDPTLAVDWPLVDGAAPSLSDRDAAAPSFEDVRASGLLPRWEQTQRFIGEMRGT
M. tuberculosis GlmU: inhibition of mycobacterial GlmU enzyme – biochemical, glucosamine-1-phosphate acetyltransferase (AID 1376); M. tuberculosis GlmU acetyltransferase enzyme assay; higher % means a stronger effect; 220,000 compounds, 0.25% hits; inhibition, %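 (tested at 30 µM in the primary screen)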; hits with a dose series show IC50 in µM; in the data active = inhibition above about 13%;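 also: 0% = complete reaction with vehicle and 100% = reaction without substrate; strong numbers were not always called active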
Starred values were filed as active, the others as inactive; nt = no result given.

Molecule	Mtb RmlCD inh	M. tuberculosis GlmU
COc1ccc(C(=O)N2CCCCC2)cc1S(=O)(=O)Nc1ccccc1	nt	4.7%
CCCn1nc(C(=O)NCCN2CCOCC2)c2ccccc2c1=O	8	0.7%
S=C(c1ccc2c(c1)OCO2)N1CCCCCC1	-6	1.1%
COc1ccc(CNC(=O)CN(C(=O)CCC(=O)Nc2ccccn2)c2cccc(C)c2)cc1	9	3.9%
O=S(=O)(NC1=NCCCCC1)c1ccc2ccccc2c1	-11	-4.0%
CC1S/C(=N/N=C/c2ccco2)NC1=O (stereo unspecified)	-2	7.9%
CCn1c(-c2cc(OC)c(OC)c(OC)c2)n[nH]c1=S	nt	-1.9%
Cc1nn(C(=O)c2ccco2)c(C)c1Br	0	0.3%
CCc1ccc(NC(=O)c2ccccc2SC)cc1	13	1.5%
CCCC(=O)Nc1nn(C)c2nc3cc(C)ccc3cc12	nt	-7.4%
O=c1c(N2CCOCC2)nsnc1N1CCOCC1	5	-0.4%
Cc1nn(C)c(C)c1NS(=O)(=O)c1ccc(N2CCCC2=O)cc1	9	0.9%

New compounds follow
Molecule	Mtb RmlCD inh	M. tuberculosis GlmU
O=C(CC(c1ccco1)C1CCCCC1=O)c1ccco1 (stereo unspecified)	-4	0.4%
CCCCn1c(O)c(/C(C)=N/NC(=O)Nc2ccccc2)c(=O)[nH]c1=O	nt	-2.7%
O=C(CCCn1cc([N+](=O)[O-])cn1)Nc1cccnc1	nt	4.5%
Cc1ccc(SC(=O)COc2ccccc2C)cc1	107	-1.6%
Cc1cc(C(F)(F)F)nc2c(Cl)c(C(C)(C)C)nn12	-1	1.1%
Cc1csc(NC(=O)[C@@H]2CCCN2C(=O)c2cccs2)n1	6	9.3%
C#CCOCCOCCOCCNc1nc(N2CCN(C(=O)[C@H]([C@@H](C)CC)n3cc([C@@H](N)CO)nn3)CC2)nc(N2CCN(C(=O)[C@H](Cc3cc4ccccc4[nH]3)n3cc([C@@H](N)Cc4ccc(O)cc4)nn3)CC2)n1	nt	-8.8%
CCC1(C)Cc2c(sc3nc(SC)n(Cc4ccccc4)c(=O)c23)CO1 (stereo unspecified)	nt	1.2%
C=CCSc1nccc(=O)[nH]1	1	2.8%
COc1cc2c(cc1OC)C(c1cc3cc4c(cc3[nH]c1=O)OCO4)N(C(=O)C1CC1)CC2 (stereo unspecified)	nt	6.1%
COc1ccc(N2CCN(C(=O)NC3CCCCC3)CC2)cc1	nt	-1.4%
Cc1ccc(OCc2nnc(NC(=O)Cc3cccs3)s2)cc1	nt	-0.7%

Next part.
Molecule	Mtb RmlCD inh	M. tuberculosis GlmU
O=c1[nH]c(SCc2nc3c(cnn3-c3ccccc3)c(=O)[nH]2)nc2ccccc12	nt	1.0%
OC(COCC(F)(F)C(F)(F)C(F)(F)C(F)F)Cn1c2ccc(Cl)cc2c2cc(Cl)ccc21 (stereo unspecified)	8	0.5%
Cc1c(C(Nc2ccccn2)c2ccccc2)c(=O)n(-c2ccccc2)n1C (stereo unspecified)	-12	1.1%
COc1ccc(C(=O)N2CCN(c3ccccc3OC)CC2)cc1	-10	4.1%
COc1c(C)cccc1C(=O)Nc1ccc(CN2CCCCC2)cc1	5	nt
COc1ccc(O)c(/C=N/NC(=O)c2cc(=O)[nH]c3ccccc23)c1	nt	-8.2%
CCn1c2ccccc2c2cc(N=C3SC(CC(=O)Nc4ccccc4)C(=O)N3C)ccc21 (stereo unspecified)	24	1.6%
CC(C)(C)NC(=O)C(c1ccco1)N(C(=O)c1ccc(CN2CCOCC2)o1)c1ccccc1 (stereo unspecified)	4	1.7%
CCO[C@@H]1OC(C(=O)N2CCN(Cc3ccccc3)CC2)=C[C@H](c2ccc(C(F)(F)F)cc2)[C@H]1CCCO	nt	1.6%
CN1C[C@@H]2C[C@@H](c3cccn3-c3ccccn3)N3CCC[C@@]23C1=O	-10	-1.9%
COc1cc2nc(SCC(N)=O)n(CCC3=CCCCC3)c(=O)c2cc1OC	21	7.1%
N#Cc1ccc(CSCC(=O)O)cc1	-12	0.4%

Other compounds follow.
Molecule	Mtb RmlCD inh	M. tuberculosis GlmU
CCOc1ccccc1N(C(=O)c1snc(C(N)=O)c1N)C(C(=O)NC1CCCC1)c1ccco1 (stereo unspecified)	14	nt
CC(=O)c1ccc(Oc2ncnc3sccc23)cc1	3	-3.5%
COc1ccc(N(CC(=O)NC2CCCC2)C(=O)Cn2nnc(-c3ccc(C)cc3)n2)cc1	18	7.9%
COc1ccc(CC(=O)Nc2ccc(-c3cn4ccc(C)cc4n3)cc2)cc1	nt	1.5%
O=C(Nc1ccc2c(c1)OCCO2)C1CCCN1S(=O)(=O)c1cccc2cccnc12 (stereo unspecified)	5	-1.9%
COCCCNS(=O)(=O)c1ccc(SC)cc1	-10	-0.8%
O=P(Cc1cc[n+]([O-])cc1)(c1ccccc1)c1ccccc1	3	-2.3%
COc1ccc(N=C2SC(CC(=O)Nc3ccccc3)C(=O)N2Cc2ccco2)cc1 (stereo unspecified)	7	-4.4%
Cc1ccc(CNCCC2=CCCCC2)cc1	nt	-5.3%
CC(=O)NC(CC(=O)O)c1ccc([N+](=O)[O-])cc1 (stereo unspecified)	-6	-3.5%
COc1ccccc1CN1CCCCC1c1cccnc1 (stereo unspecified)	4	-0.9%
COc1ccc(-c2nc(CSCC(=O)N3CCN(C4CCCCC4)CC3)c(C)o2)cc1OC	nt	-1.7%

Further records follow.
Molecule	Mtb RmlCD inh	M. tuberculosis GlmU
COC(=O)c1c(C)oc2ccc(OC(=O)c3cccs3)cc12	nt	-2.3%
O=C(COC(=O)COc1ccccc1)NCc1ccccc1	-11	2.6%
CC(=O)NC1(c2ccccc2)CCN(C(=O)N2CCOCC2)CC1	nt	2.1%
Cc1cc(C)nc(N2CCCC(C(=O)NCc3ccccc3)C2)n1 (stereo unspecified)	nt	-1.1%
O=C(O)CC1OCC=C2CN3CCC45c6ccccc6NC4C1C2CC35 (stereo unspecified)	28	-3.5%
CCCNC(=S)NCc1ccc(Cl)cc1	nt	4.4%
COc1ccc(OC)c2[nH]c(=O)c(CCNS(=O)(=O)c3ccccc3)cc12	-2	nt
CC(=O)c1ccc(NC(=O)c2cccs2)cc1	4	-1.3%
C/C(=N\N=C\c1ccccc1)c1nnn(-c2nonc2N)c1C	nt	3.6%
COc1cccc(OCc2nc3c4cnn(-c5ccccc5)c4ncn3n2)c1	-1	-1.3%
CCc1ccc(N(CC(=O)Nc2ccccc2C(=O)N2CCOCC2)S(C)(=O)=O)cc1	-16	2.0%
CCn1c(SCC(=O)c2ccc3c(c2)OCCO3)nnc1C(C)C	4	2.3%

Structural class: those above containing a CF3 group
Molecule	Mtb RmlCD inh	M. tuberculosis GlmU
Cc1cc(C(F)(F)F)nc2c(Cl)c(C(C)(C)C)nn12	-1	1.1%
CCO[C@@H]1OC(C(=O)N2CCN(Cc3ccccc3)CC2)=C[C@H](c2ccc(C(F)(F)F)cc2)[C@H]1CCCO	nt	1.6%

Among those listed so far, these have a COOH group:
Molecule	Mtb RmlCD inh	M. tuberculosis GlmU
N#Cc1ccc(CSCC(=O)O)cc1	-12	0.4%
CC(=O)NC(CC(=O)O)c1ccc([N+](=O)[O-])cc1 (stereo unspecified)	-6	-3.5%
O=C(O)CC1OCC=C2CN3CCC45c6ccccc6NC4C1C2CC35 (stereo unspecified)	28	-3.5%

(continued)
Molecule	Mtb RmlCD inh	M. tuberculosis GlmU
CCN(Cc1ccccc1)c1ccc(/C=N/N=C(N)N)cc1	nt	-13%
COc1ccc(S(=O)(=O)Nc2cc3c(C(C)=O)c(C)oc3c3ccccc23)cc1	-10	-0.8%
CC1CCCC(NC(=O)COC(=O)COc2ccccc2Cl)C1C (stereo unspecified)	-12	2.5%
CC1(C)CC2(CCO1)NCCN1C(=O)CSC12 (stereo unspecified)	nt	-2.7%
COc1ccc(-c2nc(N)n(C(=O)c3cccs3)n2)cc1	1	7.2%
COc1ccc(-n2c(SC)nnc2-c2c[nH]c3ccccc23)cc1	-3	0.2%
O=C(NCC1CCCO1)c1ccc(COCC(F)(F)C(F)F)cc1 (stereo unspecified)	0	1.0%
CC(C)OC(=O)CSc1nnc(-c2ccc(O)cc2)n1Cc1ccccc1	1	-4.2%
CC(=O)c1cc(NC(=O)c2ccc(C)cc2)c(=O)oc1/C=C/N(C)C	-7	4.3%
Cc1ccc(C(=O)N2CCC3(CC2)Oc2ccc(F)cc2C(=O)C32CC(c3cccnc3)=NO2)s1 (stereo unspecified)	-9	-7.2%
CCn1c(CNc2nc(-c3ccccc3)cs2)nnc1SCC(=O)NCc1ccccc1	nt	5.3%
Cc1nc(CNC(=O)c2cc(COc3ccc(F)cc3Cl)on2)cs1	nt	-0.1%

Next results:
Molecule	Mtb RmlCD inh	M. tuberculosis GlmU
CC(C)Cc1cc(C(=O)O)n[nH]1	nt	2.4%
CCC(C)NC(=S)Nc1ccc(C(=O)OC)cc1 (stereo unspecified)	nt	-0.1%
O=C(c1c(F)cccc1F)N1CCC(n2nnc3cc(C(F)(F)F)ccc32)CC1	2	-5.7%
Cc1c(C(=O)O)sc2nc(CSc3nnc(-c4ccc(F)cc4)n3C)[nH]c(=O)c12	nt	-3.4%
Cc1nn(C)cc1C1C(C#N)=C(N)N(c2cccnc2)C2=C1C(=O)CCC2 (stereo unspecified)	nt	6.1%
COc1cccc(CNC(=O)C23CN(Cc4ccccc4)CC2C(c2ccc([N+](=O)[O-])cc2)=NO3)c1 (stereo unspecified)	13	-1.5%
C=CCOc1ccc(C2N3CC4(C)CN2CC(CCC)(C3)C4=O)cc1 (stereo unspecified)	nt	0.0%
CSc1cccc(NC(=S)N(CCN(C)C)C(C)c2ccccn2)c1 (stereo unspecified)	-7	-1.5%
CCn1c(C)cc(C)c(C#N)c1=O	7	2.3%
OCCNCCSc1nc(C2CCCCC2)n(-c2ccccc2Cl)n1	-40	nt
O=C(NC1CCCC1)C1CCN(C(=O)NCc2ccccc2)CC1	-13	-2.8%
Cc1occc1C(=O)O/N=C(\N)c1ccccc1	nt	-6.0%

The list continues.
Molecule	Mtb RmlCD inh	M. tuberculosis GlmU
CC(C)OC(=O)CC1C(=O)NCCN1C(=S)NC(=O)c1ccc(F)cc1 (stereo unspecified)	nt	-2.7%
Cc1cc2c(c(=O)o1)C1(C(=O)N(C)c3ccccc31)C(C#N)=C(N)O2 (stereo unspecified)	55	-0.8%
CNC(=O)Nc1cccc(-c2cc(-c3c(Cl)cccc3Cl)no2)c1	21	-3.7%
CCOc1ccc(N2C(=O)CS/C2=C(\C(Cl)=C(Cl)Cl)[N+](=O)[O-])cc1	nt	7.2%
Cc1cc(C)nc(-n2nc(C)cc2NC(=O)C(C)C)n1	4	5.0%
CCn1c(-c2cccn(Cc3ccccc3)c2=O)n[nH]c1=S	7	2.0%
CCc1ccc(NC(=O)CC2C(=O)N(c3cccc(C)c3)C(=O)N2C2CC2)cc1 (stereo unspecified)	-11	-1.0%
NS(=O)(=O)c1ccc(CCNC(=O)NC23CC4CC(CC(C4)C2)C3)cc1	nt	-8.8%
Cc1sc2nc(SCc3nnc(-c4cccs4)o3)n(C3CCCC3)c(=O)c2c1C	5	-5.9%
COc1ccc(C2C(=O)N(C3CCCCC3)CC(=O)N2CCc2ccccc2)cc1OC (stereo unspecified)	nt	4.5%
Cc1ccc(-n2nnnc2SCn2nnc3ccccc3c2=O)cc1	nt	-1.9%
Cc1cc2cc(CNC(=O)c3cccc([N+](=O)[O-])c3)ccc2[nH]1	nt	-13%

Following part:
Molecule	Mtb RmlCD inh	M. tuberculosis GlmU
COCCn1nnnc1C(c1cccs1)N1CCN(c2ccccc2)CC1 (stereo unspecified)	11	-0.5%
Cc1ccn2cc(CCNC(=O)CC(C)(C)C)nc2c1	-1	1.5%
CCCc1nc2oc3c(OC)ncnc3c2c2c1COC(C)(C)C2	2	-0.3%
CC(=O)OC(C(=O)NCS(=O)(=O)c1ccc(C)cc1)c1cccnc1 (stereo unspecified)	nt	1.8%
O=C(Nc1cccc(C(F)(F)F)c1)c1ccc(Cn2cc(Br)cn2)o1	24	2.5%
COc1cccc(-n2ccnc2SCC(=O)Nc2cc(OC)ccc2OC)c1	-1	-1.0%
O=C(Nc1ccc(-c2nc3cccnc3s2)cc1)c1ccc(Br)o1	nt	4.9%
O=C(CN1CCN(S(=O)(=O)c2ccc3ccccc3c2)CC1)N1CCc2ccccc2C1	5	-4.4%
Cc1noc(C)c1COC(=O)CCCOc1ccc(Cl)cc1Cl	30	1.8%
c1ccc(-c2nc(-c3nccc4ccccc34)oc2-c2ccccc2)cc1	8	1.6%
COc1ccc(-c2csc(N3C(=O)C4C5c6ccccc6C(c6ccccc65)[C@@H]4C3=O)n2)cc1 (stereo partly specified)	-11	5.6%
Cc1ccc2cc(CCNC(=O)c3ccc(Br)o3)c(=O)[nH]c2c1	-12	nt

(continued)
Molecule	Mtb RmlCD inh	M. tuberculosis GlmU
COc1ccc(-n2c(C)csc2=S)cc1	2	5.7%
COC(=O)c1c(N2C(=O)Nc3ccccc3N2O)sc2c1CCCC2	-3	-1.2%
CN1CCN(CC(=O)Nc2cc(N(C)C)nc3ccccc23)CC1	5	6.7%
CNc1ccc(Cl)nn1	nt	-1.1%
CS(=O)(=O)N1c2ccccc2[C@]2([C@@]34C[C@H]5C(=O)N[C@@H](Cc6ccccc6)C(=O)N5[C@@H]3N(S(C)(=O)=O)c3ccccc34)C[C@H]3C(=O)N[C@@H](Cc4ccccc4)C(=O)N3[C@H]12	nt	-2.7%
CN(C)c1ccc(C(=O)N2CCN(c3cc(C(F)(F)F)nc4ccccc34)CC2)cc1	10	-0.1%
CCOc1ccc(NC(=O)C2CC(=O)NC(N3CCc4ccccc43)=N2)cc1 (stereo unspecified)	9	-0.2%
CC(Oc1cccc(Cl)c1)C(=O)Nc1ccncc1 (stereo unspecified)	4	-2.4%

Screening data: PubChem, several laboratories

Only part of the results is shown, so the mix of outcomes need not match the whole.
